TcdB GH inh: inhibitors of Clostridioides difficile toxin B glycohydrolase; TcdB glycohydrolase enzymatic assay, plate reader; inhibition, % at 9.99 µM; hit rate 0.24% among 350,000; AID 652162; in the data active means inhibition above about 10%
VHR inh abs: inhibitors of human VHR1 phosphatase (DUSP3); P51452; recombinant VHR phosphatase, pNPP absorbance; inhibition, % at 13.3 µM; hit rate 0.52% among 290,000; AID 1654; in the data active means inhibition above about 50%; further: some compounds called inactive have numbers as strong as hits
Target sequence (P51452 whole entry, looked up): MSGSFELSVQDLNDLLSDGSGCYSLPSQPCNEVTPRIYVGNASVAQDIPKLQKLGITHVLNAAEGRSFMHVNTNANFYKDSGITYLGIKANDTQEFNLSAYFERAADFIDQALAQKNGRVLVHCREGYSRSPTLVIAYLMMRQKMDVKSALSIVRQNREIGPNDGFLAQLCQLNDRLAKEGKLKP
SARS 3CLpro inh: SARS-CoV 3CLpro protease inhibition | inhibition, % at 6 µM | hit rate 0.14% among 290,000 | P0C6X7 | AID 1706 | recombinant SARS-CoV 3CLpro, quenched FRET peptide cleavage; in the data active means inhibition above about 12%
SSB-PriA inh: blocks PriA binding to SSB C-terminal tail; AlphaScreen SSBct-PriA binding, biotinylated peptide; inhibition, % at 33 µM; hit rate 0.6% among 430,000; in the data active means inhibition mostly above about 37%, no sharp cut-off; inactive means mostly below about 20%;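 further: plate controls were negative control peptide for no effect and reference peptide for full effect; strong numbers were not always called active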
PrPC TRFRET: inhibitors of human cell surface prion protein PrPC; TR-FRET read-out; inhibition, % at 13.8 µM; hit rate 0.43% among 370,000; AID 720596; in the data active means inhibition above about 24%; further: 0% = median of the test wells and 100% = reference compound wells
BH1578 lux ind: quorum light induction in luxS cqsA deficient V. cholerae; AID 588436; V. cholerae BH1578 lux reporter, luminescence, 6 h; hit rate 0.16% among 350,000; activation, % at 18.7 µM; in the data active means activation mostly above about 9.7%, no sharp cut-off; further: not every result past the cut was called active; inactives centre near 0; reference of the scale not given here
Rv3671c inh: inhibitors of M. tuberculosis serine protease Rv3671c; inhibition, % at 5.96 µM; hit rate 0.048% among 320,000; AID 2606; in the data active means inhibition above about 38%;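 further: extracellular domain of Rv3671c used as enzyme; 0% = enzyme with DMSO and 100% = no enzyme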
Target sequence (P9WHR9 whole entry, looked up, the tested form may be a part): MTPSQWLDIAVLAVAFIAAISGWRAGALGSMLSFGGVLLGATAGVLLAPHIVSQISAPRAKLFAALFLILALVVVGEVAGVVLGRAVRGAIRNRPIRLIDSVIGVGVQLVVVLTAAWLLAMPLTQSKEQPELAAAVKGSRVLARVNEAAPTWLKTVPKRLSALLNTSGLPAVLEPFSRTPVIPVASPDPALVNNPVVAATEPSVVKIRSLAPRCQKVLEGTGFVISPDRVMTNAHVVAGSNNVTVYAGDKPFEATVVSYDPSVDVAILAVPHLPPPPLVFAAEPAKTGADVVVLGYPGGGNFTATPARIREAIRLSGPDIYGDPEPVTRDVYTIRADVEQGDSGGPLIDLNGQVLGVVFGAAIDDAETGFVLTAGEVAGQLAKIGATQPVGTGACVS
MazEF act: increases E. coli MazEF RNase cleavage of RNA; FAM/BHQ RNA-DNA oligo cleavage fluorescence, 5 h; P0AE70; hit rate 0.32% among 350,000; activation, % at 20 µM; in the data active means activation above about 50%
Target sequence (P0AE70 whole entry, looked up): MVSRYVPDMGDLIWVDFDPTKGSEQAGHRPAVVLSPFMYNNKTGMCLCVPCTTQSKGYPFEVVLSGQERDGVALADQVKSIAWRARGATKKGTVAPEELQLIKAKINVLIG
CCHFV vOTU inh: blocks the CCHF virus ovarian tumor domain protease. CCHFV vOTU protease, Pep-AMC fluorescence. inhibition, % at 11.5 µM. hit rate 0.55% among 370,000; in the data active means inhibition above about 30%; further: 0% = vehicle wells with enzyme and 100% = no enzyme wells
Yp Topo-I inh: inhibitors of Yersinia pestis topoisomerase I. activity, % at 10 µM. Y. pestis Topo-I cleavage product accumulation, plate reader. hit rate 0.064% among 360,000; in the data active means activity above about 50%, passing the limit was not always enough; further: inactives centre near 2
* hit, by the source's call; i = inactive; x = not tested or not shown.

SMILES	TcdB GH inh	VHR inh abs	SARS 3CLpro inh	SSB-PriA inh	PrPC TRFRET	BH1578 lux ind	Rv3671c inh	MazEF act	CCHFV vOTU inh	Yp Topo-I inh
Cc1ccc(C2C(C#N)C(C#N)N3CCCN23)cc1 (stereo unspecified)	x	7	7	-14	-3	-1.3	2	2	10	-4
CSCc1ccc(C(=O)OCc2nc3ccccc3s2)o1	-0.1	x	x	-4	2	-0.4	-1	-11	5	31
O=C(CCN1C(=O)C2CCCCC2C1=O)Nc1ccc(F)c(F)c1F (stereo unspecified)	0.4	-12	4	-3	4	-0.5	5	-10	5	-3
N#C/C(=C\c1cccc(OC(=O)c2cccs2)c1)C(N)=O	x	2	6	3	0	-0.3	-2	-6	-13	4
CCCCNC(=O)c1cccnc1SCC(=O)Nc1ccccc1OC	x	13	2	-3	3	-0.7	5	-9	-9	3
Cc1ccc(C)c(CN2CCC(CNC(=O)Nc3ccc(C)c(C)c3)CC2)c1	1.2	10	-2	-8	-8	5.6	-3	12	-17	8
O=C1N/C(=N\N=C\c2ccco2)SC1Cc1ccccc1[N+](=O)[O-] (stereo unspecified)	1.7	3	-2	x	-9	-3.2	5	-12	8	6
[N-]=[N+]=NC[C@H](c1ccccc1)N1CCN(Cc2ccccc2)CCC1=O	1.0	5	-2	-11	-1	1.0	11	13	2	17
CCC(C)(NC=O)C(=O)Nc1c(C)cccc1C (stereo unspecified)	0.3	16	1	-2	-4	i	7	3	0	-4
Cc1cccc(NS(=O)(=O)c2cccc(C(=O)NCC(C)(C)N3CCOCC3)c2)c1	1.4	15	-2	-18	4	1.8	0	-16	7	-5
C=CCc1cccc2cc(C(=O)NC3=C(C#N)CCC3)c(=O)oc12	x	24	7	-5	-1	-5.0	-4	16	-7	-6
CCCCn1c(N)c(N(CCC(C)C)C(=O)c2ccc(C)o2)c(=O)[nH]c1=O	1.0	x	x	5	5	i	-3	3	15	2
CC(C)c1csc(CN2CCC(N3CCC(C(=O)N4CCOCC4)CC3)CC2)n1	1.5	11	1	4	7	i	-5	5	-5	4
COc1ccc(CN(C(=O)Cn2nnc3ccccc32)C(C(=O)NC(C)(C)C)c2ccco2)cc1 (stereo unspecified)	x	4	-6	-3	0	-0.4	11	-3	-14	3
O=C(CCN=C1NS(=O)(=O)c2ccccc21)Nc1ccc(F)cc1Cl	1.4	x	x	1	-1	i	1	-19	-2	-6
CCn1c(CNC(=O)c2ccco2)nnc1SCC(=O)c1ccc(OC)cc1	0.3	6	0	7	4	1.1	3	9	-5	-2
CCN(CC)CCNC(=O)c1cn(C)c2ccc(S(=O)(=O)N(C)C3CCCCC3)cc2c1=O	0.1	25	-4	-11	-11	1.0	3	0	-2	11
CC[N+](CC)(CC)CCCCCCCCCC[N+](CC)(CC)CC	x	29	3	11	-7	i	-4	0	-9	-7
O=S(=O)(c1cccs1)N1CN(C2CCCCC2)c2nc3ccccc3nc21	0.5	14	3	-7	0	2.4	0	-5	11	9
COc1ccc(C)cc1NC(=O)Nc1ccc(Br)cn1	x	22	2	3	-1	i	-2	4	9	10
CCC(=O)N1CCCC(C)(C(=O)NS(=O)(=O)c2cccs2)C1 (stereo unspecified)	-0.4	x	x	x	-4	0.6	x	x	7	-5
Cc1ccc(S(=O)(=O)c2ccc(Oc3ccccc3)cc2)cc1	x	6	2	-16	-3	-2.9	12	0	-3	35
Fc1ccccc1-c1csc(-c2cccnc2)n1	-0.2	5	1	-29	0	-0.9	-16	-5	-14	7
N#Cc1nc(COc2ccccc2)oc1N1CCCCC1	-0.7	17	-1	37	4	0.4	7	9	3	27
CCC(C)(C)C1CCC2(CC1)NC(=O)N(CC(=O)NCCCc1ccccc1)C2=O (stereo unspecified)	-0.3	x	x	-2	9	1.1	4	-20	21	0

Given in CSV form: 7 of the compounds above.
smiles,TcdB GH inh,VHR inh abs,SARS 3CLpro inh,SSB-PriA inh,PrPC TRFRET,BH1578 lux ind,Rv3671c inh,MazEF act,CCHFV vOTU inh,Yp Topo-I inh
C=CCc1cccc2cc(C(=O)NC3=C(C#N)CCC3)c(=O)oc12,x,24,7,-5,-1,-5.0,-4,16,-7,-6
Cc1ccc(C)c(CN2CCC(CNC(=O)Nc3ccc(C)c(C)c3)CC2)c1,1.2,10,-2,-8,-8,5.6,-3,12,-17,8
N#Cc1nc(COc2ccccc2)oc1N1CCCCC1,-0.7,17,-1,37,4,0.4,7,9,3,27
COc1ccc(CN(C(=O)Cn2nnc3ccccc32)C(C(=O)NC(C)(C)C)c2ccco2)cc1 (stereo unspecified),x,4,-6,-3,0,-0.4,11,-3,-14,3
O=C(CCN1C(=O)C2CCCCC2C1=O)Nc1ccc(F)c(F)c1F (stereo unspecified),0.4,-12,4,-3,4,-0.5,5,-10,5,-3
Cc1ccc(S(=O)(=O)c2ccc(Oc3ccccc3)cc2)cc1,x,6,2,-16,-3,-2.9,12,0,-3,35
CC(C)c1csc(CN2CCC(N3CCC(C(=O)N4CCOCC4)CC3)CC2)n1,1.5,11,1,4,7,i,-5,5,-5,4

(cont.)
SMILES	TcdB GH inh	VHR inh abs	SARS 3CLpro inh	SSB-PriA inh	PrPC TRFRET	BH1578 lux ind	Rv3671c inh	MazEF act	CCHFV vOTU inh	Yp Topo-I inh
O=C(CN1CC[n+]2c(-c3cccs3)csc21)c1ccc(-c2ccccc2)cc1	0.3	3	4	5	3	-0.5	5	12	5	20
O=C(CC(=O)Nc1cccc(Cl)c1Cl)Nc1cccc(Cl)c1Cl	2.2	-18	-3	-3	-1	i	-2	-20	-9	2
O=C(N=Nc1c(O)[nH]c2ccccc12)c1cc(-c2ccc(F)cc2)n[nH]1	1.1	45	0	-16	6	i	-3	48	-5	-5
O=C1NC(c2cccc(Cl)c2)Nc2ccccc21 (stereo unspecified)	-0.9	10	2	-9	19	-0.3	-3	1	-42	-2
CCOCCCNC(=O)c1cn(CC)c2ccc(S(=O)(=O)N3CCC(C)CC3)cc2c1=O	0.4	-4	-1	-12	6	-0.2	-2	-1	11	11
Cc1sc(NC(=O)CSc2nc(N)cc(N)n2)c(C#N)c1C	0.9	7	2	-5	-2	2.6	-2	2	-6	-3
CN1CCc2c(sc(/N=C/c3ccco3)c2C(N)=O)C1	x	4	-4	x	-10	i	0	-68	-49	1
O=C(c1cccs1)c1sccc1Cc1ccccc1	9.0	x	x	-11	4	i	x	0	-1	13
Cc1ccc(S(=O)(=O)NCc2ccccc2)cc1C(=O)NC1CCCCC1	0.5	10	0	-9	6	-0.5	-6	-3	-1	-8
Cc1c(C(=O)N2CCOCC2)c(S(=O)(=O)Nc2ccccc2F)c(C)n1C	0.0	28	-3	-4	-2	-1.0	-10	-4	12	-1
Cc1cccc(OCCn2c(=O)oc3ccc(C)cc32)c1	0.6	-23	0	-12	2	i	5	-8	12	-8
O=C(Nc1cc2c(cc1Br)OCCO2)c1cccnc1	1.0	-2	-1	-19	1	-0.4	-11	-2	0	-2
CC(=O)Nc1ccc(NC(=O)C(C)OC(=O)c2cccc(S(=O)(=O)N3CCCCC3)c2)cc1 (stereo unspecified)	-0.1	4	2	-6	5	i	3	-4	-4	13
O=C(O)c1ccccc1C(=O)Nc1ccc(Nc2ccc([N+](=O)[O-])cc2[N+](=O)[O-])cc1	2.1	-15	3	-16	-46	-0.5	2	2	18	-3
COC(=O)c1ccccc1-c1ccc(/C=N/Nc2nc(N3CCCC3)nc(N3CCCC3)n2)o1	0.5	4	6	i	1	-0.2	-1	-9	-9	3
COc1ccc(/C=N/NC(=S)Nc2cc(C(F)(F)F)ccc2Cl)cc1	2.2	9	-2	x	6	-0.4	-6	-9	8	0
O=c1c2ccccc2nc(COc2ccccc2)n1/N=C/c1ccc(O)cc1O	3.1	17	0	x	4	i	11	-1	23	-2
CCc1ccc(CN2CCCC(C(=O)c3sccc3C)C2)o1 (stereo unspecified)	0.2	16	-1	2	2	i	7	-12	10	-8
CCCN1C(=O)C(NS(=O)(=O)c2ccc(N)cc2)(C(F)(F)F)C(C(=O)OC)=C1C (stereo unspecified)	x	25	2	-9	-4	3.6	-1	7	10	2
COc1cccc(/C(O)=C/c2nc3ccc(C(=O)NCCc4cccc(C)c4)cc3[nH]c2=O)c1	x	26	0	-2	-2	i	-1	-32	8	-2
CSC1=C(C#N)C(c2ccc3c(c2)OCO3)C2=C(CCCC2=O)N1 (stereo unspecified)	x	22	4	-10	-4	0.4	7	1	11	-12
O=C(CSCc1cc(=O)n2nc(C3CC3)sc2n1)Nc1ccc(F)cc1	-1.7	1	-3	-1	4	i	-2	1	5	-4

Bioassay records (PubChem BioAssay)

An excerpt; count on the stated rates, not on these rows.
